# Yeast growth inh = chemicals that inhibit yeast BB579 growth in restrictive medium (lifespan-shortening candidates); S. cerevisiae BB579 growth, OD615, 48 h; inhibition, % at 10 µM; 140,000 tested, 0.51% active;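 active = inhibition above a set limit, 3 SD over the mean compound inhibition, cut at about 44% in these data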; note: inactives centre near -24
#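 Assay system: S. cerevisiae DeaD strain BB579 yeast. Medium: CSMM-D restrictive synthetic medium containing dextrose (glucose). Times: 4 h cell preincubation, 48 h compound exposure, 30 °C humidified. Signal: OD615 turbidity measurement. Benchmarks: positive control amphotericin B 10 µg/mL.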
# Yeast lifespan up = extends the lifespan of yeast. S. cerevisiae growth with nicotinamide, OD615; deaD strain in restrictive glucose medium. inhibition of the nicotinamide effect, % at 10 µM. 130,000 tested, 0.68% active;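 active = inhibition above a set limit, placed 3 SD over the median of all compounds, cut at about 26% in these data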;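 note: 0% = nicotinamide-treated wells and 100% = cells grown without nicotinamide; some compounds called inactive have numbers as strong as hits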
#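 Buffer or medium: CSMM-D glucose medium, restrictive; test system: modified budding yeast, DeaD strain; compound: single dose 10 µM compound, 0.25% DMSO; schedule: culture preincubation 4 h, compound exposure 48 h, both 30 °C; detection: optical density (absorbance) at 615 nm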
# HCT116 PTEN-null = suppresses growth of cells with PTEN deletion; HCT116 PTEN-null viability, CellTiter-Glo, 60 h; hits give low values; viability, % at 10 µM; 140,000 tested, 1.2% active;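 active = viability at or below a set limit, 4 SD under the median of all tested compounds, cut at about 3.7% in these data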;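 note: PTEN knockout HCT116 line with beta catenin targeted HCT116 as companion control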
# NPY Y2 blocker = blocks the human neuropeptide Y Y2 receptor. P49146. NPY-Y2 expressing cells, antagonist mode. inhibition, % at 2.7 µM. 140,000 tested, 0.99% active; in the data active = inhibition above about 17%;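 note: 0% = vehicle with agonist challenge and 100% = reference antagonist with challenge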
# Target sequence (P49146 whole entry, looked up): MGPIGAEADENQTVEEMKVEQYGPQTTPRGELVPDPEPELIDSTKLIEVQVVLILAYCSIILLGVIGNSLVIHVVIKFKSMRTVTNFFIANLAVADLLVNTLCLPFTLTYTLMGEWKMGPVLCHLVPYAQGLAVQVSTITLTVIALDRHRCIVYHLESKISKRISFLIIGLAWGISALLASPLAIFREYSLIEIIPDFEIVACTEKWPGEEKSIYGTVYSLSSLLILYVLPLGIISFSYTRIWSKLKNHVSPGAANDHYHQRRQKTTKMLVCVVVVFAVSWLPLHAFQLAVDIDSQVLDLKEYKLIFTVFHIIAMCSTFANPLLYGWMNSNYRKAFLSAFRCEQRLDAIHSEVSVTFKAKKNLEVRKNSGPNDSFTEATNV
# Phagocytosis inh = blocks phagocytosis by macrophages. J774A.1 macrophage IgG-bead phagocytosis, imaging. 110,000 tested, 0.07% active. inhibition, % at 5 µM;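 active = inhibition above the mean of the plate negative controls plus 5 SD, cut at about 13% in these data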;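 note: phagocytic index as fraction of beads internalized from green versus red external bead signal; plate controls were DMSO negative control for no effect and cytochalasin-D positive control for full effect; some results beyond the cut were filed as inactive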
# GALR2 antag = GALR2 (human) receptor antagonism. GALR2-expressing cells, antagonist mode. AID 828. inhibition, % at 4 µM. 140,000 tested, 0.39% active; in the data active = inhibition above about 27%;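 note: cells stimulated with galanin 1-16 at roughly its EC80; 0% = agonist challenge control and 100% = basal control without agonist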
# Target sequence (O43603 whole entry, looked up): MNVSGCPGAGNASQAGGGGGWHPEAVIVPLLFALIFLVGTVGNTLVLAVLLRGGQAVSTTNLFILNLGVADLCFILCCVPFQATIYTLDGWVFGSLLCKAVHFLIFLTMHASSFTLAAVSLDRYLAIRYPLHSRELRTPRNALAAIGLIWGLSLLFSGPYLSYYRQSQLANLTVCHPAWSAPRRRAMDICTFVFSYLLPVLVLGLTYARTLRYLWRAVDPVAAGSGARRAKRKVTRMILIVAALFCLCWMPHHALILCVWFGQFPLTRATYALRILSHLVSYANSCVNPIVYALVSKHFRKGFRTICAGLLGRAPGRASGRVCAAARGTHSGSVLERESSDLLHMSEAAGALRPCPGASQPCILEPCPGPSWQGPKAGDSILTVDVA
# Measles CPE = protection of cells from measles virus; Measles virus-infected cells, CPE protection, absorbance; protection (pct of control), % at 4 µM; 140,000 tested, 1.5% active; AID 841; in the data active = protection mostly above about 24%, no sharp cut-off; inactive = mostly below about 26%; note: some compounds called inactive have numbers as strong as hits
# E-sel TNF inh = blocks E-selectin expression induced by TNF alpha | 120,000 tested, 0.71% active | AID 1246 | HUVEC TNFa-induced E-selectin immunofluorescence, high content | inhibition, % at 2 µM;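 active = inhibition above the batch mean plus 3 SD, and confirmed as a hit on visual image review, cut at about 43% in these data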;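 note: 0% = TNF-stimulated DMSO wells and 100% = unstimulated control wells; not every result past the cut was called active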
# MRP-1 activ = activators of MRP-1; H69AR cells + doxorubicin, viability rescue, CellTiter-Glo; viability increase, % at 10 µM; 140,000 tested, 0.61% active; AID 799;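 active = viability gain under doxorubicin at or above a set limit, the compound median plus 3 SD, cut at about 4.7% in these data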;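 note: MRP-1 overexpressing cells given doxorubicin 25 µM after compound pretreatment; 18-22 h compound pretreatment then 72 h with doxorubicin before readout; 0% = doxorubicin-only wells and 100% = vehicle-treated cells without doxorubicin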
# HCT116 bCat-KO = beta-catenin-lacking colon tumor cell growth suppression | HCT116 beta-catenin knockout viability, CellTiter-Glo, 60 h; hits give low values | 140,000 tested, 1.5% active | AID 818 | viability, % at 10 µM;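 active = viability at or under a set limit, the compound median less 4 SD, cut at about 6% in these data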;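 note: 0% = Hyamine 1622 control at 20 µM and 100% = untreated cell control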
# Active calls of the source: *; . = not tested or not shown.
smiles	Yeast growth inh	Yeast lifespan up	HCT116 PTEN-null	NPY Y2 blocker	Phagocytosis inh	GALR2 antag	Measles CPE	E-sel TNF inh	MRP-1 activ	HCT116 bCat-KO
Cc1ccc(N(CC(O)CN2CCCC2)S(=O)(=O)c2ccc(C)cc2)cc1 (configuration not stated)	-63.2	-16.2	83.4	1.9	.	10.6	20.8	.	-2.3	89.8
Cc1cc(C)c(OC2(c3ccccc3)OC(=O)c3ccccc32)c(C)c1 (configuration not stated)	-40.5	-2.6	59.8	16.4	.	-13.4	4.5	-7.3	0.6	56.9
COc1cccc(-c2csc(N3CCN(CC(=O)Nc4ccc5c(c4)OCO5)CC3)n2)c1	-14.3	-12.5	76.6	4.7	-1.1	-3.9	1.0	-2.6	-0.8	73.1
COc1cc2c(cc1OC)CN(S(=O)(=O)c1ccc3c(c1)OCCO3)CC2	-42.8	6.1	72.4	-1.2	-1.1	1.2	4.9	-18.2	0.3	86.8
Cc1ccc(NC(=O)COC(=O)CN2C(=O)C3CCCCC3C2=O)cc1S(=O)(=O)N1CCOCC1 (configuration not stated)	-28.5	1.1	99.9	1.7	-1.7	11.9	9.7	.	0.0	103.0
Cc1cc(S(=O)(=O)N2CCN=C2c2ccccc2)ccc1F	-16.2	-3.2	101.2	-0.9	.	11.8	6.7	-11.7	-0.5	88.4
COCCNC(=O)[C@@]1(Cc2ccccc2)C=C[C@@H](C)N1C(C)=O	-23.1	7.5	95.9	0.3	.	8.7	4.6	-10.9	-0.3	84.7
C=CCn1c(SCC(=O)c2cccs2)nc2sc(C)cc2c1=O	-24.3	-9.6	51.7	9.1	0.0	3.3	3.0	-38.1	0.0	58.4
Cc1nn(CC(=O)Nc2ccc(Cl)c(S(=O)(=O)N(C)C)c2)c(C)c1[N+](=O)[O-]	-6.7	3.2	77.0	0.8	0.5	-9.7	9.2	.	-2.2	88.0
Cc1cc(N2CCN(C)CC2)nc2ccc(NC(=O)c3ccc4c(c3)OCO4)cc12	16.5	-8.0	42.8	-0.4	-2.7	12.8	0.3	-22.5	-3.0	30.4
COc1ccccc1-c1nnc(NC(=O)OCC(C)C)s1	-28.8	-17.0	91.3	2.8	0.8	12.3	21.9	-28.0	-0.6	102.0
CCCn1cnc2c(=O)oc3ccccc3c21	-32.5	.	103.1	3.7	.	-0.5	16.9	1.2	-2.8	92.0
CC(C)CCC(O)(CCC(C)C)C(=O)NNc1ccccc1	-42.9	4.2	84.9	12.7	-2.5	-5.2	10.5	2.1	-0.5	73.4
O=C(Cc1ccc(-c2ccccc2)cc1)NC(c1ccccc1)c1ccccc1	-10.3	-4.6	84.5	5.4	0.5	5.6	12.8	.	0.7	77.2
Cc1cc(C)c(S(=O)(=O)N(CC(=O)O)C2CCCCC2)c(C)c1	-50.6	-1.8	95.8	-0.9	-0.1	-9.3	8.0	12.7	0.7	95.7
Cc1cnnc2c1-c1nonc1CC2	-16.5	-2.7	95.2	-0.3	1.0	-6.2	47.0	17.3	-1.5	94.9
COc1cc2c(C)nc(C)c(C#N)c2cc1OC	-16.3	-20.0	93.4	1.5	-1.3	2.1	8.4	25.1	-1.6	100.4
N#CC1=C(SCC(=O)Nc2nccs2)NC(=O)CC1c1ccccc1 (configuration not stated)	-36.5	-0.6	73.6	2.4	0.2	-1.6	19.8	-1.6	-1.7	73.7
CCN(CC)c1ccc(NC(=O)CSc2nc3ccccc3c(=O)[nH]2)cc1	-60.4	-18.7	104.9	-0.6	3.5	2.0	18.6	-13.9	0.9	97.0
O=C1SC(SCc2ccccc2)=N/C1=C\c1ccco1	-25.7	9.9	100.2	0.4	-1.9	12.3	22.5	-7.4	-1.6	90.3
COc1ccc(CCNC(=O)c2cc(S(=O)(=O)N(C)c3ccccc3)ccc2Cl)cc1	-8.8	3.3	80.9	8.7	-3.3	-8.3	12.4	.	-1.5	83.4
COc1ccc(N(C(=O)c2ccc(Br)o2)C2C=CS(=O)(=O)C2)cc1 (configuration not stated)	-20.9	-22.1	78.0	1.8	-2.7	8.3	5.5	.	-3.1	65.2
CC(=O)Nc1ccc(S(=O)(=O)Nc2ccc(N3CCOCC3)cc2)cc1	-43.7	15.7	102.8	6.1	-0.4	5.9	13.3	-11.5	-0.1	99.3
COc1ccccc1C(=O)NC(=S)/C=C1/N(C)c2ccccc2C1(C)C	-17.7	-2.8	28.4	0.4	9.3	9.0	5.4	-16.6	0.6	30.9
Cc1cc(C)cc(-n2nnnc2SCC(=O)Nc2nc(-c3ccc(F)cc3)cs2)c1	-39.4	1.5	88.8	-0.8	.	4.1	6.0	22.8	-0.8	83.3
CCN=C1SC(C(N)=O)CC(=O)N1CC (configuration not stated)	-29.7	3.1	110.7	2.9	-0.2	6.5	7.2	0.8	0.5	99.8
Cc1nnc(SCC(=O)Nc2nccs2)s1	-3.0	-4.0	95.4	6.9	.	7.4	18.8	-3.6	-3.9	91.7
OC1(c2ccccc2F)CCN(Cc2nnc(-c3ccccc3)o2)CC1	-46.7	-11.2	95.0	0.9	-0.9	13.3	81.1*	-5.1	-0.6	94.5
CCCn1nc(C(=O)OCC(=O)c2ccc3c(c2)NC(=O)CO3)c2ccccc2c1=O	-17.2	.	99.0	3.0	.	-7.1	17.0	5.2	-0.9	98.9
Cc1ccc2c(Cl)c(C)c(N3CCCC3)nc2n1	-5.5	-4.8	89.3	5.8	-2.8	-20.4	4.1	.	-2.3	89.5

# Next section (7 carried over from the part before).
smiles	Yeast growth inh	Yeast lifespan up	HCT116 PTEN-null	NPY Y2 blocker	Phagocytosis inh	GALR2 antag	Measles CPE	E-sel TNF inh	MRP-1 activ	HCT116 bCat-KO
COc1ccccc1C(=O)NC(=S)/C=C1/N(C)c2ccccc2C1(C)C	-17.7	-2.8	28.4	0.4	9.3	9.0	5.4	-16.6	0.6	30.9
Cc1cc(C)cc(-n2nnnc2SCC(=O)Nc2nc(-c3ccc(F)cc3)cs2)c1	-39.4	1.5	88.8	-0.8	.	4.1	6.0	22.8	-0.8	83.3
CCN=C1SC(C(N)=O)CC(=O)N1CC (configuration not stated)	-29.7	3.1	110.7	2.9	-0.2	6.5	7.2	0.8	0.5	99.8
Cc1nnc(SCC(=O)Nc2nccs2)s1	-3.0	-4.0	95.4	6.9	.	7.4	18.8	-3.6	-3.9	91.7
OC1(c2ccccc2F)CCN(Cc2nnc(-c3ccccc3)o2)CC1	-46.7	-11.2	95.0	0.9	-0.9	13.3	81.1*	-5.1	-0.6	94.5
CCCn1nc(C(=O)OCC(=O)c2ccc3c(c2)NC(=O)CO3)c2ccccc2c1=O	-17.2	.	99.0	3.0	.	-7.1	17.0	5.2	-0.9	98.9
Cc1ccc2c(Cl)c(C)c(N3CCCC3)nc2n1	-5.5	-4.8	89.3	5.8	-2.8	-20.4	4.1	.	-2.3	89.5
Cc1cccc(C(=O)Nc2nccs2)c1[N+](=O)[O-]	-13.0	4.8	102.4	1.5	.	10.5	9.7	.	-0.7	93.8
Cc1ccc2nc(C3CCN(CC(=O)N4CCCCCC4)CC3)[nH]c2c1	19.0	1.4	83.2	0.9	-0.5	7.3	-0.3	3.1	-0.5	81.4
CN(c1ccccc1)S(=O)(=O)c1ccc(C(=O)OCC(=O)NCc2ccco2)cc1	-41.1	-0.3	104.2	2.6	-0.7	4.8	2.3	-2.6	-1.0	96.6
CCOc1cc(N2CCOCC2)c(OCC)cc1NC(=O)C(NC(=O)c1ccco1)C(C)C (configuration not stated)	-22.9	-9.3	97.8	0.4	-0.4	6.9	2.2	-32.1	0.6	103.8
Cc1ccccc1-n1nc(C(=O)O)c(C)c(C#N)c1=O	5.8	-10.8	101.3	-0.2	-1.9	11.1	18.1	-31.7	-0.9	94.6
CN(C)C(=O)c1c2c(nc3ccccc13)-c1ccccc1CC2	-26.2	-7.8	88.6	4.6	-0.1	12.6	5.7	-20.9	-1.5	87.9
O=C(CN1CCOCC1)Nc1ccccc1Cl	-10.3	-14.8	95.4	1.7	0.3	-15.9	59.8*	8.7	-0.8	93.8
O=[N+]([O-])c1ccc(/C=N/n2c(-c3cccnc3)n[nH]c2=S)cc1	-7.2	-3.1	92.7	1.4	-11.7	-10.0	5.1	.	-2.1	90.3
Brc1c(CSc2nc3ccccc3o2)nc2ncccn12	-46.8	-21.7	92.7	2.1	-0.8	0.5	8.6	.	-3.0	108.5
CCCCOc1ccc(C(=O)N2CCCC2)cc1	15.9	-3.9	99.2	-0.5	-0.6	7.6	3.0	-5.4	-0.1	102.2
O=C(NC(=S)NC1CCCC1)c1ccccc1Br	-47.0	0.5	98.2	-1.4	-6.3	-17.2	12.7	.	-2.7	89.6
COc1ccc(C2CC(c3cccc(C)c3)n3ncnc3N2)cc1 (configuration not stated)	-14.5	-9.4	77.2	0.7	-0.2	3.6	5.2	.	-0.1	88.3
COc1ccc(-n2cnc3cc(NS(=O)(=O)c4ccccc4)ccc32)cc1	9.8	.	70.9	1.7	.	4.8	5.0	-2.2	-2.8	80.2
O=C(Nc1ccc(N2CCCCC2)c(C(=O)O)c1)c1ccco1	-34.2	-7.5	94.8	-1.4	-0.2	2.7	9.9	-28.8	-0.9	88.8
CC(C)(C)OC(=O)N1CCC(C(=O)N2CCCCCC2)CC1	18.5	-2.3	94.2	1.8	.	8.8	15.9	-59.2	-2.0	99.4

# One compound at a time (already shown). Screens in order: Yeast growth inh	Yeast lifespan up	HCT116 PTEN-null	NPY Y2 blocker	Phagocytosis inh	GALR2 antag	Measles CPE	E-sel TNF inh	MRP-1 activ	HCT116 bCat-KO
# `O=[N+]([O-])c1ccc(/C=N/n2c(-c3cccnc3)n[nH]c2=S)cc1` as listed: -7.2	-3.1	92.7	1.4	-11.7	-10.0	5.1	.	-2.1	90.3
# `O=C(CN1CCOCC1)Nc1ccccc1Cl` as listed: -10.3	-14.8	95.4	1.7	0.3	-15.9	59.8*	8.7	-0.8	93.8
# `Cc1ccc2nc(C3CCN(CC(=O)N4CCCCCC4)CC3)[nH]c2c1` as listed: 19.0	1.4	83.2	0.9	-0.5	7.3	-0.3	3.1	-0.5	81.4
# `CCCCOc1ccc(C(=O)N2CCCC2)cc1` as listed: 15.9	-3.9	99.2	-0.5	-0.6	7.6	3.0	-5.4	-0.1	102.2

# Bioassay records from PubChem BioAssay.
